USP8 block – human USP8 deubiquitinase inhibition. P40818. purified USP8, Ub-rhodamine cleavage fluorescence, 30 min. inhibition, % at 20 µM. 4.2% of 47,000 active. AID 1645853
USP17 block – human USP17-like deubiquitinase inhibition | A8MUK1 | purified USP17, Ub-rhodamine cleavage fluorescence, 3 h | inhibition, % at 50 µM | 6.5% of 47,000 active | AID 1645855
OTUD3 block – inhibitors of human OTUD3 deubiquitinase | Q5T2D3 | purified OTUD3, Ub-rhodamine fluorescence, 2 h | 0.7% of 47,000 active | inhibition, % at 25 µM
USP28 block – human USP28 deubiquitinase inhibition; inhibition, % at 25 µM; purified USP28, Ub-rhodamine cleavage fluorescence, 30 min; 3% of 47,000 active
UCHL1 block – blocks human UCHL1 ubiquitin-rhodamine cleavage; P09936; purified UCHL1, Ub-rhodamine cleavage fluorescence; inhibition, % at 20 µM; 0.2% of 47,000 active
Target sequence (P09936 whole entry, looked up): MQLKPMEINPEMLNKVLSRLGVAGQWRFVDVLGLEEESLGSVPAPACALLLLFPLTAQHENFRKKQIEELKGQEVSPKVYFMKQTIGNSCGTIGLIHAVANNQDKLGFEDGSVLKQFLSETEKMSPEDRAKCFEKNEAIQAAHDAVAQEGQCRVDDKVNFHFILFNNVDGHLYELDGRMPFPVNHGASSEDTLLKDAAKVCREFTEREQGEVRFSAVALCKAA
USP7 inh – blocks human USP7 ubiquitin-rhodamine cleavage. purified USP7, Ub-rhodamine cleavage fluorescence. 0.3% of 47,000 active. inhibition, % at 20 µM. AID 1645854. Q93009
USP30 block – blocks human USP30 ubiquitin-rhodamine cleavage; Q70CQ3; 5.3% of 47,000 active; inhibition, % at 25 µM; purified USP30, Ub-rhodamine cleavage fluorescence
USP10 block – blocks human USP10 ubiquitin-rhodamine cleavage | Q14694 | purified USP10, Ub-rhodamine fluorescence, 60 min | inhibition, % at 20 µM | 1.1% of 47,000 active | AID 1645856
Target sequence (Q14694 whole entry, looked up): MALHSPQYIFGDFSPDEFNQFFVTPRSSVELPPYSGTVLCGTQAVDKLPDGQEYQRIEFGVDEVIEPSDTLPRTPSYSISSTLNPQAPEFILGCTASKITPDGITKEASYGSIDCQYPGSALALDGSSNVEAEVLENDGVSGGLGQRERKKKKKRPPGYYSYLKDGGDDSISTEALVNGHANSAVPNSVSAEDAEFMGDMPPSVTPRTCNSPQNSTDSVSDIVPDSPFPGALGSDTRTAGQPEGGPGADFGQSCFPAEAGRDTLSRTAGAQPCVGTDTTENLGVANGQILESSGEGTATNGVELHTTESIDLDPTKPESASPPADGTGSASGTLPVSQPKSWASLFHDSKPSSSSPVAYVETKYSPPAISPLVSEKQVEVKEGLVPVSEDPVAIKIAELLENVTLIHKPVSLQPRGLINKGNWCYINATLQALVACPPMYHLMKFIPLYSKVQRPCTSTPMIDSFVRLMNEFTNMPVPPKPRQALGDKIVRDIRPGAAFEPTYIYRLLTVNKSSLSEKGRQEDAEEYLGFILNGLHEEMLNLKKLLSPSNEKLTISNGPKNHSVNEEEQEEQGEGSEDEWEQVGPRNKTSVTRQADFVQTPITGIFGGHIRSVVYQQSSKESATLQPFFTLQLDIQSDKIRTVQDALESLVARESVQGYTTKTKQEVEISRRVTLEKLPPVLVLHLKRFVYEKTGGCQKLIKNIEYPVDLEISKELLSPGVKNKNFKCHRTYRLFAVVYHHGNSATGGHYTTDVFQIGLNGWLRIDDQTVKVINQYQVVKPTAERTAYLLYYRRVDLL
* marks the source's active call; other numbers are inactive results. Cut-off read from the data, not from the text of the source: active = inhibition above about 30%; inactive = the rest.

A first look (ten entries):
Screening COc1ccc(C2=NO[C@]3(C(=O)Nc4ccccc43)[C@H]2C(=O)c2ccco2)c(OC)c1 returned USP8 block 8, USP17 block 4, OTUD3 block 2, USP28 block 5, UCHL1 block 1, USP7 inh 9, USP30 block -6 and USP10 block 0.
For NC(=O)c1ccc(C(=O)N2CCCC2Cc2ccccc2Cl)cc1 (stereo not drawn) the results were USP8 block -6, USP17 block -5, OTUD3 block -8, USP28 block -6, UCHL1 block -4, USP7 inh 0, USP30 block -10 and USP10 block -3.
`Cc1ccccc1NC(=O)CC(NCc1ccccc1)C(=O)O` (stereo not drawn) gave USP8 block 15, USP17 block 18, OTUD3 block 12, USP28 block 12, UCHL1 block 2, USP7 inh 2, USP30 block 23 and USP10 block -1.
`Cc1c(C)c(C(=O)O)c(O)c(C)c1O` gave USP8 block -39, USP17 block 0, OTUD3 block -6, USP28 block -1, UCHL1 block -9, USP7 inh -7, USP30 block 1 and USP10 block -4.
CCc1noc(C)c1C(=O)N1CCCCC1c1cc(C)n2nccc2n1 (stereo not drawn) was read as USP8 block 3, USP17 block 1, OTUD3 block 0, USP28 block 1, UCHL1 block 0, USP7 inh 2, USP30 block 2 and USP10 block 1.
For COc1ccccc1C1CC(c2ccccc2)N(C(=O)c2ccccc2)c2ncnn21 (stereo not drawn) the results were USP8 block -3, USP17 block -13, OTUD3 block -5, USP28 block -7, UCHL1 block -1, USP7 inh -6, USP30 block -6 and USP10 block 1.
O=C1CC(c2noc(-c3ccccn3)n2)CN1c1ccccc1 (stereo not drawn) was read as USP8 block 1, USP17 block -8, OTUD3 block 4, USP28 block -3, UCHL1 block 0, USP7 inh -7, USP30 block 1 and USP10 block 1.
For O=C(Nc1ccnn1CCc1ccccc1)c1cnn2cccnc12 the results were USP8 block -6, USP17 block -1, OTUD3 block 0, USP28 block -1, UCHL1 block -1, USP7 inh 3, USP30 block -25 and USP10 block -2.
O=C1CC(c2nc3ccccc3n2CCOc2ccc(Cl)cc2)CN1c1ccccc1 (stereo not drawn) was read as USP8 block 87*, USP17 block 66*, OTUD3 block 15, USP28 block 25, UCHL1 block 7, USP7 inh 11, USP30 block 72* and USP10 block 9.
Screening O=C(Cc1csc(-c2ccccc2)n1)Nc1ccc2c(c1)OCO2 returned USP8 block 30, USP17 block 25, OTUD3 block -6, USP28 block 3, UCHL1 block -2, USP7 inh 1, USP30 block -31 and USP10 block 0.

This part in full, from the start:
Screening COc1ccc(C2=NO[C@]3(C(=O)Nc4ccccc43)[C@H]2C(=O)c2ccco2)c(OC)c1 returned USP8 block 8, USP17 block 4, OTUD3 block 2, USP28 block 5, UCHL1 block 1, USP7 inh 9, USP30 block -6 and USP10 block 0.
For NC(=O)c1ccc(C(=O)N2CCCC2Cc2ccccc2Cl)cc1 (stereo not drawn) the results were USP8 block -6, USP17 block -5, OTUD3 block -8, USP28 block -6, UCHL1 block -4, USP7 inh 0, USP30 block -10 and USP10 block -3.
`Cc1ccccc1NC(=O)CC(NCc1ccccc1)C(=O)O` (stereo not drawn) gave USP8 block 15, USP17 block 18, OTUD3 block 12, USP28 block 12, UCHL1 block 2, USP7 inh 2, USP30 block 23 and USP10 block -1.
`Cc1c(C)c(C(=O)O)c(O)c(C)c1O` gave USP8 block -39, USP17 block 0, OTUD3 block -6, USP28 block -1, UCHL1 block -9, USP7 inh -7, USP30 block 1 and USP10 block -4.
CCc1noc(C)c1C(=O)N1CCCCC1c1cc(C)n2nccc2n1 (stereo not drawn) was read as USP8 block 3, USP17 block 1, OTUD3 block 0, USP28 block 1, UCHL1 block 0, USP7 inh 2, USP30 block 2 and USP10 block 1.
For COc1ccccc1C1CC(c2ccccc2)N(C(=O)c2ccccc2)c2ncnn21 (stereo not drawn) the results were USP8 block -3, USP17 block -13, OTUD3 block -5, USP28 block -7, UCHL1 block -1, USP7 inh -6, USP30 block -6 and USP10 block 1.
O=C1CC(c2noc(-c3ccccn3)n2)CN1c1ccccc1 (stereo not drawn) was read as USP8 block 1, USP17 block -8, OTUD3 block 4, USP28 block -3, UCHL1 block 0, USP7 inh -7, USP30 block 1 and USP10 block 1.
For O=C(Nc1ccnn1CCc1ccccc1)c1cnn2cccnc12 the results were USP8 block -6, USP17 block -1, OTUD3 block 0, USP28 block -1, UCHL1 block -1, USP7 inh 3, USP30 block -25 and USP10 block -2.
O=C1CC(c2nc3ccccc3n2CCOc2ccc(Cl)cc2)CN1c1ccccc1 (stereo not drawn) was read as USP8 block 87*, USP17 block 66*, OTUD3 block 15, USP28 block 25, UCHL1 block 7, USP7 inh 11, USP30 block 72* and USP10 block 9.
Screening O=C(Cc1csc(-c2ccccc2)n1)Nc1ccc2c(c1)OCO2 returned USP8 block 30, USP17 block 25, OTUD3 block -6, USP28 block 3, UCHL1 block -2, USP7 inh 1, USP30 block -31 and USP10 block 0.
Screening Cc1cccc(NC(=O)C2CCN(C(=O)c3cc(-c4ccncc4)n[nH]3)CC2)c1 returned USP8 block 2, USP17 block 0, OTUD3 block -5, USP28 block 1, UCHL1 block -4, USP7 inh -2, USP30 block -53 and USP10 block -2.
`CCCN1CCN(C(=O)c2nn(-c3ccccc3)c3c(=O)n(C)cnc23)CC1` gave USP8 block -14, USP17 block -17, OTUD3 block -7, USP28 block -20, UCHL1 block -5, USP7 inh -7, USP30 block -62 and USP10 block -8.
Screening COc1ccccc1CNC(=O)c1ccc(N2CCCCC2)c(NS(=O)(=O)c2ccc(C)cc2)c1 returned USP8 block -6, USP17 block -13, OTUD3 block -8, USP28 block -1, UCHL1 block -6, USP7 inh 4, USP30 block 6 and USP10 block 2.
CCC(=O)N1CCc2c([nH]c3ccccc23)C12C(=O)N(C)c1ccccc12 (stereo not drawn) was read as USP8 block 0, USP17 block 6, OTUD3 block -5, USP28 block -5, UCHL1 block 0, USP7 inh -1, USP30 block -2 and USP10 block 0.
`Cc1cc(NC(=O)c2cc(C)oc2C)n(C)n1` gave USP8 block 11, USP17 block 1, OTUD3 block 2, USP28 block -4, UCHL1 block -1, USP7 inh 0, USP30 block -8 and USP10 block -5.
CCS(=O)(=O)N1CCN2C(=O)c3ccccc3[C@H]2C1 was read as USP8 block -15, USP17 block -8, OTUD3 block -2, USP28 block -1, UCHL1 block 0, USP7 inh 0, USP30 block -2 and USP10 block -1.
CC(=O)c1cccc(NC(=O)c2ccc3[nH]c4c(c3c2)CC(C)CC4)c1 (stereo not drawn) was read as USP8 block 83*, USP17 block 54*, OTUD3 block -3, USP28 block 16, UCHL1 block 4, USP7 inh -13, USP30 block -6 and USP10 block -3.
For COc1ccc(NC(=O)c2cc(CN3CCOCC3)on2)cc1 the results were USP8 block 2, USP17 block -3, OTUD3 block -9, USP28 block -11, UCHL1 block -6, USP7 inh -2, USP30 block -18 and USP10 block -2.
`Cc1nn2c(S(=O)(=O)NCc3ccccc3F)c(C)nc2s1` gave USP8 block 0, USP17 block 19, OTUD3 block 13, USP28 block 10, UCHL1 block 2, USP7 inh 4, USP30 block 18 and USP10 block 1.
O=C(Nc1ccc(N2CCOCC2)cc1)c1cccc(S(=O)(=O)N2CCCC2)c1 was read as USP8 block 17, USP17 block 12, OTUD3 block 5, USP28 block 5, UCHL1 block 2, USP7 inh 4, USP30 block 16 and USP10 block 3.
Screening CC(=O)N(O)CCC[C@@H]1NC(=O)[C@H](CCCN(O)C(C)=O)NC1=O returned USP8 block 3, USP17 block 36*, OTUD3 block 9, USP28 block 19, UCHL1 block 3, USP7 inh 8, USP30 block -11 and USP10 block 4.
Screening O=C(NCc1noc(C2CCCO2)n1)c1coc(-c2ccccc2)n1 (stereo not drawn) returned USP8 block -86, USP17 block -20, OTUD3 block -1, USP28 block -7, UCHL1 block 0, USP7 inh 3, USP30 block -6 and USP10 block -4.
Cn1c(=O)sc2cc(NC(=O)c3ccc(Br)cc3)ccc21 was read as USP8 block 3, USP17 block 59*, OTUD3 block -28, USP28 block -2, UCHL1 block 6, USP7 inh 7, USP30 block -49 and USP10 block 1.
Screening CC1Cc2nc3ccccc3n2CCN1C(=O)c1ccc(C(=O)O)cc1 (stereo not drawn) returned USP8 block -16, OTUD3 block -3, USP28 block -7, UCHL1 block -1, USP7 inh 0, USP30 block -12 and USP10 block 0.
C[C@@H]1C[C@@H]2C[C@@H](O)CC(O)=C2C(=O)O1 was read as USP8 block 0, USP17 block -7, OTUD3 block 9, USP28 block -2, UCHL1 block -1, USP7 inh 0, USP30 block 17 and USP10 block 1.
Screening CC1CCN(Cc2cc(=O)n3[nH]c(NCc4ccc(F)cc4)nc3n2)CC1 returned USP8 block 11, USP17 block 10, OTUD3 block 15, USP28 block 0, UCHL1 block 2, USP7 inh 3, USP30 block 23 and USP10 block 0.
Screening COc1ccc(NS(=O)(=O)c2ccc(/C=C\c3onc(C)c3NC(C)=O)cc2)cc1 returned USP8 block 1, USP17 block 5, OTUD3 block 4, UCHL1 block 2, USP7 inh -5 and USP10 block 1.
COc1ccc(C)cc1NC(=O)c1c2c(nc3ccccc13)CCN(Cc1ccccc1)C2 was read as USP8 block 0, USP17 block -20, OTUD3 block -28, USP28 block -21, UCHL1 block 0, USP7 inh -11, USP30 block -88 and USP10 block -5.
Screening O=C(Nc1ccc(Cl)cc1)Nc1ccno1 returned USP8 block 15, USP17 block 6, OTUD3 block 6, USP28 block 20, UCHL1 block 3, USP7 inh 1, USP30 block 8 and USP10 block 2.
`Cc1ccc(-c2ccnc3[nH]c(=O)[nH]c(=O)c23)cc1` gave USP8 block 2, USP17 block -10, OTUD3 block 0, USP28 block -8, UCHL1 block -1, USP7 inh 0, USP30 block -7 and USP10 block 4.
For O=C(CC1CCCC1)N1CCC[C@@H]1Cn1nnc(-c2cccnc2)n1 the results were USP8 block 18, USP17 block 6, OTUD3 block 11, USP28 block 13, UCHL1 block 1, USP7 inh 2, USP30 block 22 and USP10 block 0.
CC(C)(C)c1nnc(NC(=O)C(=O)c2c[nH]c3ccccc23)s1 was read as USP8 block 16, USP17 block 8, OTUD3 block -1, USP28 block -1, UCHL1 block 3, USP7 inh 7, USP30 block -10 and USP10 block 9.
Screening CNc1nc(C2CCN(C)CC2)nc2c1CCN(C(=O)c1ccccn1)C2 returned USP8 block 8, USP17 block 0, OTUD3 block 3, USP28 block -7, UCHL1 block -3, USP7 inh 0, USP30 block -19 and USP10 block -3.
`CC(C)n1ncc2[nH]c(-c3ccc(N4CCN(C(=O)NCC(=O)O)CC4)cc3)nc21` gave USP8 block 2, USP17 block 8, OTUD3 block 8, USP28 block 8, UCHL1 block 2, USP7 inh 7, USP30 block 15 and USP10 block 0.
Screening COc1ccc(NC(=O)CSC2=NC3(CCCCC3)Nc3ccccc32)cc1 returned USP8 block -11, USP17 block 2, OTUD3 block -12, USP28 block -6, UCHL1 block 2, USP7 inh -6, USP30 block -39 and USP10 block 4.
`CC(=O)Nc1cc(=O)oc2ccc(NC(=O)c3ccc(F)cc3)cc12` gave USP8 block 22, USP17 block 23, OTUD3 block 11, USP28 block 13, UCHL1 block -1, USP7 inh 5, USP30 block 18 and USP10 block 0.

Reprinted at random: two records from the list
Screening CNc1nc(C2CCN(C)CC2)nc2c1CCN(C(=O)c1ccccn1)C2 returned USP8 block 8, USP17 block 0, OTUD3 block 3, USP28 block -7, UCHL1 block -3, USP7 inh 0, USP30 block -19 and USP10 block -3.
C[C@@H]1C[C@@H]2C[C@@H](O)CC(O)=C2C(=O)O1 was read as USP8 block 0, USP17 block -7, OTUD3 block 9, USP28 block -2, UCHL1 block -1, USP7 inh 0, USP30 block 17 and USP10 block 1.

(further entries)
For CCc1cnc(N2CC[C@@H]3CN(C)S(=O)(=O)[C@@H]3CC2)nc1 the results were USP8 block 14, USP17 block 1, OTUD3 block 0, USP28 block -1, UCHL1 block -1, USP7 inh -2, USP30 block 2 and USP10 block 0.
`Cc1nc(-c2csc(S(=O)(=O)N3CC=C(c4ccccc4)CC3)c2)no1` gave USP8 block -25, USP17 block -11, OTUD3 block 2, USP28 block -1, UCHL1 block 2, USP7 inh 1, USP30 block -9 and USP10 block 2.
O=S(=O)(c1cccc2cccnc12)N1CCCn2c(nc3ccccc32)C1 was read as USP8 block -1, USP17 block -2, OTUD3 block 2, USP28 block 10, UCHL1 block 5, USP7 inh 4, USP30 block 24 and USP10 block 4.
COC(=O)c1sccc1NC(=O)c1cccs1 was read as USP8 block 4, USP17 block 30*, OTUD3 block 10, USP28 block 11, UCHL1 block 6, USP7 inh 7, USP30 block 26 and USP10 block 7.
Screening O=C(c1csc(S(=O)(=O)NC2CC2)c1)N1CCCCCC1 returned USP8 block 0, USP17 block -1, OTUD3 block 13, USP28 block 5, UCHL1 block 3, USP7 inh 1, USP30 block 0 and USP10 block 0.
